NSD2 block = blocks human NSD2 histone methyltransferase activity. NSD2-SET H3K36me1 DELFIA fluorescence, biochemical. AID 624260. 44,000 tested, 0.07% active. inhibition, % at 12.5 µM. O96028; in the data active means inhibition above about 54%, passing the limit was not always enough;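 further: inhibitors reduce the monomethyl H3K36 fluorescence signal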
Target sequence (O96028 whole entry, looked up): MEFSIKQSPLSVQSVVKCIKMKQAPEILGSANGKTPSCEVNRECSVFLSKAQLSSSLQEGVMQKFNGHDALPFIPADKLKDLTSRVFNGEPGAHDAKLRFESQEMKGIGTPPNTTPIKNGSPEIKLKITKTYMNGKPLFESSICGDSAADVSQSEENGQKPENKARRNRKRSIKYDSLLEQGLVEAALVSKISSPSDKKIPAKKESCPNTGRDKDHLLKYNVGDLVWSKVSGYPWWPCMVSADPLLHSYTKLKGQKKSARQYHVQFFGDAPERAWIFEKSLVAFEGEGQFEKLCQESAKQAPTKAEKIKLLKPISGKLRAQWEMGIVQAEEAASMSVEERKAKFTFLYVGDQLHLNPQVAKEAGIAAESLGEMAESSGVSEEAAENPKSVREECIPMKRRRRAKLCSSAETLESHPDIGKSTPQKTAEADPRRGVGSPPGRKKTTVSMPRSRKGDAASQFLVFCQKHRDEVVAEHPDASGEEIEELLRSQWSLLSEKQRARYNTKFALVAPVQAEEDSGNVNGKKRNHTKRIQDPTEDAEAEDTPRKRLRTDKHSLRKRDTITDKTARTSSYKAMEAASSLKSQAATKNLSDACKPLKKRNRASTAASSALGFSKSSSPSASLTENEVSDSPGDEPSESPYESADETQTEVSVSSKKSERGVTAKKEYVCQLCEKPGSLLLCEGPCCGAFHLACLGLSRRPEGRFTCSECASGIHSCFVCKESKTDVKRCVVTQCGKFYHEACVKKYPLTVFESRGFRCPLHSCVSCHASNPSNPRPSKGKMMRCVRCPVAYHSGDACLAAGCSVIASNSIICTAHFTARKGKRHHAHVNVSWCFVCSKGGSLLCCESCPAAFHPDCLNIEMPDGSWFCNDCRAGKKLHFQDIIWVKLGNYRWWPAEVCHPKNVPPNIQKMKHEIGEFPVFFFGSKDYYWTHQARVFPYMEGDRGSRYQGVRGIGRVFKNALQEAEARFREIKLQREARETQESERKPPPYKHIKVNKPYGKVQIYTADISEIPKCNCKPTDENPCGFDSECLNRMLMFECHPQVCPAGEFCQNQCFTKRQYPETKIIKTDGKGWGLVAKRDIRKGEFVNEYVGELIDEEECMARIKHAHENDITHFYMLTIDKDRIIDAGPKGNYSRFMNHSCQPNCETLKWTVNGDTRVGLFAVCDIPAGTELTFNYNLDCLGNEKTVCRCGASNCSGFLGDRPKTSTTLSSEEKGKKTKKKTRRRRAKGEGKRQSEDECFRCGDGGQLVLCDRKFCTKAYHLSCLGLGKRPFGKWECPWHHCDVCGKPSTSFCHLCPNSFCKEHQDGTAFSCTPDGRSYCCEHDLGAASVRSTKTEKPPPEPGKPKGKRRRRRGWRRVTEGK
* marks the source's active call; other numbers are inactive results. Some of the compounds tested; rates above refer to the full screens.

SMILES	NSD2 block
Cc1noc(C)c1NC(=O)Nc1cccc2c1O[C@H](CN(C)Cc1ccc(C(=O)Nc3ccccc3N)cc1)[C@@H](C)CN([C@@H](C)CO)C2=O	0
C[C@@H]1CN([C@H](C)CO)C(=O)c2cc(NS(C)(=O)=O)ccc2O[C@H]1CN(C)Cc1ccc(C(=O)Nc2ccccc2N)cc1	2
Cc1ccc(S(=O)(=O)Nc2ccc3c(c2)CC(=O)N([C@H](C)CO)C[C@H](C)[C@H](CN(C)S(=O)(=O)c2ccccc2)O3)cc1	11
Cc1cc(C(=O)Nc2cccc3c2O[C@H](CN(C)C(=O)Nc2cccc4ccccc24)[C@@H](C)CN([C@@H](C)CO)C3=O)n(C)n1	-3
COc1ccc(-c2cnc3c(c2)C(=O)N([C@@H](C)CO)C[C@H](C)[C@H](CN(C)Cc2ccccn2)O3)cc1	9
C[C@@H]1CCCCO[C@@H](CN(C)Cc2ccc(C(=O)O)cc2)[C@@H](C)CN([C@@H](C)CO)C(=O)c2cc(NC(=O)C3CCCCC3)ccc2O1	-3
C[C@H]1CN([C@@H](C)CO)C(=O)c2cc(-c3ccccc3)cnc2O[C@H]1CN(C)Cc1ccc(C(=O)O)cc1	-2
C[C@H](CO)N1C[C@H](C)[C@H](CN(C)C(=O)NC2CCCCC2)Oc2ccc(NS(=O)(=O)c3ccc(F)cc3)cc2C1=O	-3
NC(=O)[C@@H]1[C@H]2C(=O)O[C@H](c3ccccc3)[C@H](c3ccccc3)N2[C@H](c2ccc(O)cc2)[C@@]12C(=O)Nc1ccc(C#CC3=CCCCC3)cc12	-4
COc1ccc(N2CCN(C(=O)CCNS(=O)(=O)c3ccc(Br)s3)CC2)cc1	-4
C[C@H](CO)N1C[C@H](C)[C@H](CN(C)C(=O)c2ccc(F)cc2)Oc2ncc(C#CC3CC3)cc2C1=O	2
CCOc1cccc(/C=N/NC(=O)c2ccccc2O)c1OCC	5

Compounds listed so far that contain a COOH group:
SMILES	NSD2 block
C[C@@H]1CCCCO[C@@H](CN(C)Cc2ccc(C(=O)O)cc2)[C@@H](C)CN([C@@H](C)CO)C(=O)c2cc(NC(=O)C3CCCCC3)ccc2O1	-3
C[C@H]1CN([C@@H](C)CO)C(=O)c2cc(-c3ccccc3)cnc2O[C@H]1CN(C)Cc1ccc(C(=O)O)cc1	-2

Sorted by the number under NSD2 block (high to low): 3 of the compounds above
| Compound | NSD2 block |
| --- | --- |
| COc1ccc(-c2cnc3c(c2)C(=O)N([C@@H](C)CO)C[C@H](C)[C@H](CN(C)Cc2ccccn2)O3)cc1 | 9 |
| C[C@@H]1CCCCO[C@@H](CN(C)Cc2ccc(C(=O)O)cc2)[C@@H](C)CN([C@@H](C)CO)C(=O)c2cc(NC(=O)C3CCCCC3)ccc2O1 | -3 |
| NC(=O)[C@@H]1[C@H]2C(=O)O[C@H](c3ccccc3)[C@H](c3ccccc3)N2[C@H](c2ccc(O)cc2)[C@@]12C(=O)Nc1ccc(C#CC3=CCCCC3)cc12 | -4 |

(further entries)
SMILES	NSD2 block
C[C@@H]1CN([C@H](C)CO)C(=O)c2cc(NC(=O)Nc3ccc(C(F)(F)F)cc3)ccc2O[C@@H]1CN(C)Cc1ccccc1	-11
CC(C)C#Cc1ccc2c(c1)O[C@H](CN(C)S(C)(=O)=O)[C@@H](C)CN([C@@H](C)CO)S2(=O)=O	-7
CN1CCN(C(=O)C[C@@H]2CC[C@@H](NS(=O)(=O)c3cccc(F)c3)[C@@H](CO)O2)CC1	7
C[C@@H]1CN([C@@H](C)CO)C(=O)c2cc(NC(=O)NC3CCCCC3)ccc2O[C@@H](C)CCCCO[C@@H]1CN(C)Cc1ccc(C(F)(F)F)cc1	-3
C[C@H]1CN([C@@H](C)CO)C(=O)Cc2cc(NC(=O)CCCCCC(=O)Nc3ccccc3N)ccc2O[C@H]1CN(C)S(=O)(=O)c1ccc(Cl)cc1	-5
COc1ccc(NC(=O)N(C)C[C@H]2Oc3c(NS(=O)(=O)c4ccc(OC)cc4)cccc3C(=O)N([C@@H](C)CO)C[C@H]2C)cc1	0
O=C(Nc1cc(F)ccc1F)N[C@H]1C=C[C@H](CC(=O)N2CCc3ccccc3C2)O[C@@H]1CO	3
COc1ccc(CCCn2ncc3c2nc(N)n2nc(-c4ccco4)nc32)cc1	-1
O=C(NO)c1cccc(C(=O)N/N=C/C(Br)=C/c2ccccc2)c1	3
C[C@@H]1CN([C@@H](C)CO)C(=O)c2cc(NC(=O)Cc3ccccc3)ccc2O[C@@H](C)CCCCO[C@H]1CN(C)C(=O)Nc1cccc2ccccc12	-2
O=C(O)C1=C[C@H](c2ccc3c(c2)Cc2ccccc2-3)C[C@H](OCCCCO)O1	-1
CC(C)CC#Cc1ccc2c(c1)O[C@@H](CN(C)C(=O)c1cnccn1)[C@@H](C)CN([C@H](C)CO)S2(=O)=O	-3
CCCC#Cc1cnc2c(c1)C(=O)N([C@@H](C)CO)C[C@@H](C)[C@H](CN(C)C(=O)Cc1ccccc1)O2	0
O=C(C[C@@H]1CC[C@H](NC(=O)c2cccc(F)c2)[C@@H](CO)O1)NCc1ccc(Oc2ccccc2)cc1	13
Cc1noc(C)c1NC(=O)Nc1ccc2c(c1)C(=O)N([C@@H](C)CO)C[C@H](C)[C@@H](CN(C)Cc1ccc3c(c1)OCO3)OCCCC[C@H](C)O2	1
C[C@@H]1CN([C@@H](C)CO)C(=O)Cc2cc(NS(=O)(=O)c3ccccc3)ccc2O[C@H]1CN(C)C(=O)Nc1ccc(F)cc1	0
Cc1ccccc1-c1cnc2c(c1)C(=O)N([C@@H](C)CO)C[C@H](C)[C@H](CN(C)C(=O)c1ccncc1)O2	1
C[C@H]1CN([C@@H](C)CO)C(=O)c2cc(NS(=O)(=O)c3ccccc3)ccc2O[C@@H]1CN(C)C(=O)NC1CCCCC1	4
O=C(CCCCC(=O)N/N=C/c1ccc(Oc2ccccc2)cc1)NO	-2
C[C@H]1CN([C@@H](C)CO)S(=O)(=O)c2ccc(-c3ccc(C(=O)N(C)C)cc3)cc2O[C@@H]1CN(C)C(=O)C1CCOCC1	-6
CCCNC(=O)N(C)C[C@@H]1Oc2cc(C#CC(C)(C)O)ccc2S(=O)(=O)N([C@H](C)CO)C[C@H]1C	-3
C[C@H](CO)N1C[C@H](C)[C@H](CN(C)S(=O)(=O)c2ccc(C#N)cc2)Oc2ncc(/C=C/c3ccccc3)cc2C1=O	-4
O=C(C[C@H]1C[C@H]2c3cc(NC(=O)C4CCC4)ccc3O[C@H]2[C@@H](CO)O1)NC1CCCCC1	-3
C[C@@H]1CN([C@H](C)CO)C(=O)Cc2cc(NC(=O)Cc3ccccc3)ccc2O[C@H]1CN(C)CC1CCCCC1	-11

The final five entries of the part above open the next one.
SMILES	NSD2 block
C[C@H]1CN([C@@H](C)CO)S(=O)(=O)c2ccc(-c3ccc(C(=O)N(C)C)cc3)cc2O[C@@H]1CN(C)C(=O)C1CCOCC1	-6
CCCNC(=O)N(C)C[C@@H]1Oc2cc(C#CC(C)(C)O)ccc2S(=O)(=O)N([C@H](C)CO)C[C@H]1C	-3
C[C@H](CO)N1C[C@H](C)[C@H](CN(C)S(=O)(=O)c2ccc(C#N)cc2)Oc2ncc(/C=C/c3ccccc3)cc2C1=O	-4
O=C(C[C@H]1C[C@H]2c3cc(NC(=O)C4CCC4)ccc3O[C@H]2[C@@H](CO)O1)NC1CCCCC1	-3
C[C@@H]1CN([C@H](C)CO)C(=O)Cc2cc(NC(=O)Cc3ccccc3)ccc2O[C@H]1CN(C)CC1CCCCC1	-11
CC(C)Cc1ccc(CN2CC[C@@H](NC(=O)c3ccccc3)C2)cc1	1
C[C@@H]1CN([C@@H](C)CO)C(=O)c2cccc(NC(=O)c3nc4ccccc4s3)c2O[C@@H]1CN(C)C(=O)Nc1ccccc1	-1
C[C@H](CO)N1C[C@H](C)[C@H](CN(C)Cc2ccc(C(=O)Nc3ccccc3N)cc2)Oc2c(NC(=O)Nc3ccc(F)cc3)cccc2C1=O	2
COc1ccccc1-c1cnc2c(c1)C(=O)N([C@@H](C)CO)C[C@H](C)[C@H](CN(C)Cc1ccc(F)cc1)O2	0
C[C@H]1CN([C@@H](C)CO)C(=O)c2cc(NC(=O)Nc3ccc(C(F)(F)F)cc3)ccc2O[C@H]1CN(C)S(=O)(=O)c1ccc(Cl)cc1	1
Cc1noc(C)c1NC(=O)N(C)C[C@@H]1Oc2ccc(NC(=O)Cc3ccccc3)cc2CC(=O)N([C@@H](C)CO)C[C@@H]1C	6
C[C@H]1CN([C@@H](C)CO)C(=O)c2cc(C3=CCCCC3)cnc2O[C@@H]1CN(C)C(=O)CN1CCOCC1	2
CNC(=O)c1cc(Oc2ccc(NC(=O)Nc3ccc(Cl)c(C(F)(F)F)c3)cc2)ccn1	-4
Cc1ccc(S(=O)(=O)Nc2ccc3c(c2)C(=O)N([C@H](C)CO)C[C@@H](C)[C@H](CN(C)C(=O)Nc2ccc4c(c2)OCO4)OCCCC[C@@H](C)O3)cc1	-4
CC(C)NC(=O)N[C@@H]1C=C[C@@H](CC(=O)NC2Cc3ccccc3C2)O[C@H]1CO	0
C[C@H]1CN([C@@H](C)CO)C(=O)c2cccc(NS(=O)(=O)c3ccc(F)cc3)c2O[C@@H]1CN(C)C(=O)NC1CCCCC1	-1
CCCN(C)C[C@H]1Oc2cc(-c3ccncc3)ccc2S(=O)(=O)N([C@@H](C)CO)C[C@H]1C	-6
CC(C)CC#Cc1cnc2c(c1)C(=O)N([C@H](C)CO)C[C@H](C)[C@@H](CN(C)C(=O)CCN1CCCCC1)O2	0
COc1cc(O)cc(OC)c1/C=N/NC(=O)CCCCCCC(=O)NO	1
C[C@@H]1CCCCO[C@H](CN(C)Cc2ccccc2)[C@H](C)CN([C@@H](C)CO)C(=O)c2cc(NC(=O)CCC(F)(F)F)ccc2O1	-2
O=C(C[C@@H]1C[C@@H]2c3cc(NC(=O)c4cccnc4)ccc3O[C@@H]2[C@@H](CO)O1)NCC1CC1	1
C[C@H](CO)N1C[C@H](C)[C@@H](CN(C)Cc2ccccc2F)Oc2cc(C3=CCCC3)ccc2S1(=O)=O	0
C[C@H]1CN([C@@H](C)CO)C(=O)CCCn2nncc2CO[C@H]1CN(C)C(=O)Nc1ccccc1F	4
C[C@H]1CN([C@@H](C)CO)C(=O)c2cc(-c3cncnc3)cnc2O[C@H]1CN(C)Cc1ccncc1	4
O=C(/C=C/c1ccc(O)c(O)c1)c1ccc(O)cc1O	4
C[C@@H]1CN([C@H](C)CO)C(=O)c2cc(N(C)C)ccc2O[C@@H]1CN(C)C(=O)Nc1cccc2ccccc12	-7
C[C@H]1CN([C@@H](C)CO)C(=O)c2cccc(NC(=O)Nc3ccccc3)c2O[C@H]1CN(C)C(=O)Nc1ccc(F)cc1	-1
COC(=O)CCCCCCC(=O)N/N=C/c1cc(Br)cs1	1
C[C@H]1CN([C@@H](C)CO)C(=O)c2cc(NC(=O)Cn3cnnn3)ccc2O[C@@H]1CN(C)C(=O)Nc1ccc(C(F)(F)F)cc1	0
O=C(C[C@@H]1C[C@@H]2c3cc(NC(=O)C4CCOCC4)ccc3O[C@@H]2[C@@H](CO)O1)NCC1CC1	5
C[C@@H]1CN([C@H](C)CO)C(=O)c2cc(C3=CCCC3)cnc2O[C@H]1CN(C)Cc1ccccc1F	6
C[C@H]1CCCCO[C@H](CN(C)Cc2ccc(C(F)(F)F)cc2)[C@@H](C)CN([C@@H](C)CO)C(=O)c2cc(NC(=O)C3CCCCC3)ccc2O1	0
C[C@@H]1CN([C@H](C)CO)C(=O)Cc2cc(NC(=O)Nc3ccc(C(F)(F)F)cc3)ccc2O[C@H]1CN(C)C(=O)Nc1ccc(F)cc1	-5
C[C@@H]1CN([C@H](C)CO)C(=O)Cc2cc(NC(=O)Cn3cnnn3)ccc2O[C@@H]1CN(C)C(=O)NC1CCCCC1	6
C[C@@H]1CCCCO[C@H](CN(C)C(=O)Nc2ccc(C(F)(F)F)cc2)[C@@H](C)CN([C@H](C)CO)C(=O)c2cc(NC(=O)Nc3cccc4ccccc34)ccc2O1	-1
C=CC1=C(C(=O)O)N2C(=O)[C@@H](NC(=O)/C(=N\OCC(=O)O)c3csc(N)n3)[C@H]2SC1	1
CC(C)NC(=O)Nc1ccc2c(c1)C(=O)N([C@@H](C)CO)C[C@H](C)[C@H](CN(C)C(=O)C1CCCCC1)OCCCC[C@@H](C)O2	-2
COc1cccc(-c2cnc3c(c2)C(=O)N([C@H](C)CO)C[C@H](C)[C@H](CN(C)CC2CCOCC2)O3)c1	2
Cc1noc(C)c1S(=O)(=O)N(C)C[C@H]1OCCCC[C@H](C)Oc2ccc(NS(=O)(=O)c3cn(C)cn3)cc2C(=O)N([C@H](C)CO)C[C@@H]1C	2
C[C@H]1CN([C@@H](C)CO)C(=O)Cc2cc(N(C)C)ccc2O[C@@H]1CN(C)Cc1ccc(C(=O)O)cc1	-3
COc1ccc(S(=O)(=O)Nc2ccc3c(c2)CC(=O)N([C@@H](C)CO)C[C@H](C)[C@@H](CN(C)C(=O)NC(C)C)O3)cc1	1
C[C@@H]1CN([C@@H](C)CO)C(=O)c2cccc(NC(=O)C3CC3)c2O[C@H]1CN(C)S(=O)(=O)c1cn(C)cn1	0
C[C@@H]1CCCCO[C@@H](CN(C)C(=O)Nc2cccc3ccccc23)[C@@H](C)CN([C@@H](C)CO)C(=O)c2cc(NC(=O)Cc3ccccc3)ccc2O1	-13
C[C@@H]1CN([C@@H](C)CO)C(=O)c2cc(Br)cnc2O[C@@H]1CN(C)C(=O)c1ccccc1	4
C[C@H](CO)N1C[C@H](C)[C@H](CN(C)C(=O)CCN2CCCCC2)Oc2ncc(C#CCN(C)C)cc2C1=O	0
CCCN(C)C[C@@H]1Oc2ncc(C#Cc3ccc(OC)cc3)cc2C(=O)N([C@H](C)CO)C[C@@H]1C	7
C[C@H]1CCCCO[C@@H](CN(C)Cc2ccc(C(F)(F)F)cc2)[C@@H](C)CN([C@@H](C)CO)C(=O)c2cc(NC(=O)c3ccncc3)ccc2O1	0
CCCNC(=O)N(C)C[C@@H]1Oc2ncc(C#CCc3ccccc3)cc2C(=O)N([C@H](C)CO)C[C@@H]1C	17
CC(C)NC(=O)Nc1ccc2c(c1)CC(=O)N([C@H](C)CO)C[C@H](C)[C@@H](CN(C)Cc1ccc(C(=O)O)cc1)O2	-3
COc1ccc(CN(C)C[C@@H]2Oc3ccc(NC(=O)Nc4ccc(F)cc4)cc3CC(=O)N([C@H](C)CO)C[C@H]2C)cc1	-4
C[C@H](CO)N1C[C@H](C)[C@H](CN(C)Cc2ccncc2)Oc2ccc(NC(=O)NC3CCCCC3)cc2CC1=O	5

Bioassay records from PubChem BioAssay.
